PKM2 activator: PKM2 (human) enzyme activation; P14618; purified PKM2, Kinase-Glo ATP luminescence, activation; response scale: 0% is enzyme alone, no compound; Potency, µM (titrated, usually from 57.5 µM), without a hit: at the top dose activation, actives largely listed as activators; hit rate 0.34% among 260,000; also: potency is read from the fitted curve at half-maximal effect; % is scaled to controls: 0 for no effect and ±100 for the full control effect; nearly all actives have a fitted effect of over 55% in size
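hPK-M2, >95% pure; 0.1 mM ADP / 0.5 mM PEP final; imidazole pH7.2 buffer w/ 7 mM MgCl2, 50 mM KCl; 1 h RT; Kinase-Glo lum. Intermediate enzyme activity for dual inhibitor/activator qHTS.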
MBNL1-CUG inh: MBNL1-poly(CUG) RNA binding inhibition; Q9NR56; TR-FRET MBNL1-His/biotin-(CUG)12 binding, 665/545 ratio; Potency, µM (highest dose often 57.5 µM), inactives show top-dose activity change, negative = inhibition, hits mostly inhibitors; hit rate 0.036% among 280,000; AID 2675; active = well fitted inhibition curve with a large enough effect in the signal ratio, with a control signal flat, not every such curve was filed as active; inconclusive = small, poorly fitted or top-dose-only effect, or effect the other way, or a change in a side signal; inactive = no such curve, though single readings can be large or run the other way; the % refers to the signal ratio; also: potency is read from the fitted curve at half-maximal effect; % is scaled to controls: 0 for no effect and ±100 for the full control effect
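Inhibition of protein-RNA binding appears as loss of TR-FRET between terbium anti-His antibody on MBNL1-His and streptavidin-XL665 on biotin-(CUG)12. Activity is normalized to buffer-only and uninhibited-complex controls.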
TSHR antagonist: blocks TSH signaling through the human TSH receptor; P16473; TSHR-expressing cells, TSH-stimulated cAMP HTRF, 2 h; stronger effect = lower value; activity change, negative = inhibition, % at 11.5 µM; hit rate 0.2% among 330,000;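 active = activity change below a set negative limit, meaning inhibition stronger than a set level, cut at about -70% in these data; inconclusive = activity change between two set negative limits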; also: % is scaled to controls: 0 for no effect and ±100 for the full control effect
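Cell-based HTRF cAMP assay; TSHR cells + compound, TSH EC80 (4nM final), 2 h, 37 deg C. Lysis with anti-cAMP cryptate and cAMP-d2, 30 min RT, read 665/620 nm.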
Chronic BCR inh: blocks chronic active B-cell receptor signaling. ABC-DLBCL IkBa-CBG/CBR reporter, luminescence ratio, 4 h. Potency, µM (titrated, usually from 46.1 µM), for the others: at the highest dose ratio change, negative = lower green/red ratio, actives largely listed as inhibitors. hit rate 0.05% among 340,000. AID 493014; active = well fitted inhibition curve with a large enough effect in the signal ratio, with a control signal flat, not every such curve was filed as active; inconclusive = small, poorly fitted or top-dose-only effect, or effect the other way, or a change in a side signal; the % refers to the signal ratio;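 also: potency is read from the fitted curve at half-maximal effect; plate controls were basal doxycycline-induced cells for no effect and cells given 10 µM MG132 for full effect; MG132 reads +100%, hits lower the ratio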
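TMD8 ABC-DLBCL cells carrying doxycycline-inducible green luciferase fused to IkappaBalpha plus unfused red luciferase were exposed to compounds (up to 46 uM) for 4 hrs at 37C. Activity came from the overlap-corrected green/red luminescence ratio.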
USP2a block: blocks human ubiquitin-specific protease USP2a | USP2 core, Ub-CHOP2 coupled fluorogenic reporter, 485/531 | O75604 | Potency, µM (highest dose often 38.3 µM), inactives show top-dose activity change, negative = inhibition, most hits filed as inhibitors | hit rate 0.01% among 330,000 | AID 463254;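 also: potency is read from the fitted curve at half-maximal effect; plate controls were DMSO wells for no effect and full inhibition by NEM control for full effect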
Target sequence (O75604 whole entry, looked up): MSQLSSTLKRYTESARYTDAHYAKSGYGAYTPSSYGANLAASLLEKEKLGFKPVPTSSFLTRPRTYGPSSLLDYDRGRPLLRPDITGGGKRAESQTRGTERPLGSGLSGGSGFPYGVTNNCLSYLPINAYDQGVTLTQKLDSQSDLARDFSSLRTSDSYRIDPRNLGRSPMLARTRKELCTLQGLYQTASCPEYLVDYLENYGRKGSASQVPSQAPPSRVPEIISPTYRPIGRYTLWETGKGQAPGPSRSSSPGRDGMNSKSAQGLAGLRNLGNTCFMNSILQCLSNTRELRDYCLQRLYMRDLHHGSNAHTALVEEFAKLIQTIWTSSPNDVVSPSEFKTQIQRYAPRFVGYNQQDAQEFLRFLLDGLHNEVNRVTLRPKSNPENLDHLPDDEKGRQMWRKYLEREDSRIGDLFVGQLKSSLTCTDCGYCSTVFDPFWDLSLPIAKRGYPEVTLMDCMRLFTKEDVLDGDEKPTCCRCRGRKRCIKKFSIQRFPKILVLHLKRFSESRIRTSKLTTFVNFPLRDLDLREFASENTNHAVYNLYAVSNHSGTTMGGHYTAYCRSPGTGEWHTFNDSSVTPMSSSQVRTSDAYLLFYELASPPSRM
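USP2 core (10nM final) preincubated 30min RT with compound in 20mM Tris-HCl pH 8.0, 2mM CaCl2, 2mM beta-mercaptoethanol, 0.05% CHAPS; 25nM Ub-CHOP2 plus 25nM reporter substrate added, fluorescence (Ex485/Em531) read after 60min.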
Eya2 phos inh: blocks the phosphatase activity of human Eya2; O00167; recombinant Eya2, OMFP fluorescence dephosphorylation (OMFP is methylfluorescein phosphate); Potency, µM (doses to about 76.9 µM), inactives show top-dose activity, negative = inhibition, most hits filed as inhibitors; hit rate 0.006% among 330,000; AID 488837; also: potency is read from the fitted curve at half-maximal effect; % is scaled to controls: 0 for no effect and ±100 for the full control effect
Target sequence (O00167 whole entry, looked up): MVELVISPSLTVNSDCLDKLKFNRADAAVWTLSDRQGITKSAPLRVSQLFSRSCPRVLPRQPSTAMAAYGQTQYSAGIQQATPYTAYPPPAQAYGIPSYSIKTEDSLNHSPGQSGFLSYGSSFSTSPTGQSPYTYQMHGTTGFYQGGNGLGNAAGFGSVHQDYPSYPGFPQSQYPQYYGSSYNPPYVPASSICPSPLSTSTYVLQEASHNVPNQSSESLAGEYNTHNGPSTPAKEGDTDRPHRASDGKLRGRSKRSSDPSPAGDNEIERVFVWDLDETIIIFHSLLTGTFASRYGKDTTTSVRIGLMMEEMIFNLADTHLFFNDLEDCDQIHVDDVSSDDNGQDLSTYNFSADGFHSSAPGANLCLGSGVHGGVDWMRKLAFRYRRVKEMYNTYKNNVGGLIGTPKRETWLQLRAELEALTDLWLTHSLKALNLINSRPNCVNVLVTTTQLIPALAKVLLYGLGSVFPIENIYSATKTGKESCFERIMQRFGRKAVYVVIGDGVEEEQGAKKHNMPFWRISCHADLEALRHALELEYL
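Eya2 (0.2 uM) preincubated 10 min at ambient with compound, then OMFP substrate added at 50 uM; 10 min reaction in 50 mM HEPES pH 7.5, 50 mM NaCl, 5 uM MgCl2, 0.05% BSA, 1 mM DTT. Fluorescence read at Ex 485/Em 525 nm.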
GALK inh: blocks human galactokinase activity. Purified GALK, Kinase-Glo residual ATP luminescence. Potency, µM (top dose mostly 57.5 µM), without a hit: top-dose activity change, negative = inhibition, usual class: inhibitors. hit rate 0.007% among 270,000. AID 1868; also: potency is read from the fitted curve at half-maximal effect; % is scaled to controls: 0 for no effect and ±100 for the full control effect
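Human GALK (5 nM) with 35 uM ATP and 100 uM galactose in 20 mM HEPES pH 8.0, 5 mM MgCl2, 60 mM NaCl, 1 mM DTT, 0.01% BSA. After 1 h at room temperature, leftover ATP was read by Kinase-Glo Plus luminescence.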
Menin-MLL TR inh: displaces Texas Red mutant MLL peptide from human menin | O00255 | Menin + Texas Red MLL mutant peptide, fluorescence polarization | hit rate 0.23% among 270,000 | Potency, µM (titrated, usually from 61.6 µM), inactives show at the top dose FP activity change, negative = inhibition, most hits filed as inhibitors; active = well fitted inhibition curve with a large enough effect in the polarisation, with a control signal flat, not every such curve was filed as active; inconclusive = small, poorly fitted or top-dose-only effect, or effect the other way, or a change in a side signal; inactive = no such curve, though single readings can be large or run the other way; the % refers to the polarisation; also: potency is read from the fitted curve at half-maximal effect; % of control where 0% means no effect; many of its hits are not listed in these tables
ASM inhibitor: inhibitors of human secretory acid sphingomyelinase; P17405; placental ASM, HMU-PC fluorogenic substrate, 60 min; Potency, µM (titrated, usually from 57.5 µM), for the others: at the top dose activity change, negative = inhibition, usual class: inhibitors; hit rate 0.006% among 340,000; AID 504937; also: potency is read from the fitted curve at half-maximal effect
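Fluorescence read-out (Ex 386 nm, Em 447 nm) after stopping the reaction at pH 10. Enzyme: ASM from human placenta; substrate HMU-PC0, 9 uM final; 60 min, 37 °C. Compound preincubation 10 min, ambient temperature.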
Mito fusion act: mitochondrial division inhibition or fusion activation. S. cerevisiae fusion-defective mutant growth rescue, CellTiterGlo 48 h. Potency, µM (highest dose often 46.1 µM), for inactives: top-dose growth rescue (activation), most hits filed as activators. hit rate 0.23% among 320,000;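 also: potency is read from the fitted curve at half-maximal effect; % of control where 0% means no effect; nearly all actives have a fitted effect of over 45% in size; temperature-sensitive fusion mutants such as fzo1-1 at 37 °C on non-fermentable ethanol glycerol medium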
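Read-out: ATP-based luminescence (CellTiterGlo, 10 min ambient) reporting growth of fusion-defective ts yeast after 48 hours at 37C on glycerol/ethanol YPEG medium in the presence of compound.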
KCNH2 WT inh: inhibitors of human wildtype KCNH2 potassium channel; hit rate 0.37% among 340,000; U2OS, BacMam KCNH2, thallium flux FluxOr; stronger effect = lower value; activity change, % at 1.84 µM;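 active = maximum activity change below -70%; inconclusive = maximum activity change between -70% and -50%; inactive = maximum activity change above -50%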; also: % is scaled to controls: 0 for no effect and ±100 for the full control effect
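U2OS cells were transduced with wild-type KCNH2 virus (2.03 x 10^8 / mL) for 4 h at room temperature, then cultured overnight at 37 C. Thallium flux was read with FluxOr dye. Rate constants were normalized to DMSO controls.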
Starred values were filed as active, the others as inactive; ? = inconclusive; . = not tested or not shown; [ ] = dose if it differs, or a comment. Unless noted, calls follow the shape of the dose curve; as a rule, active = well fitted curve in the direction sought with a large enough effect; inconclusive = small, poorly fitted or top-dose-only effect, or another doubt; inactive = no such curve, though single readings can be large; an effect the other way counts as inactive or inconclusive. Not all compounds are listed, so the mix of outcomes need not match the whole.

SMILES	PKM2 activator	MBNL1-CUG inh	TSHR antagonist	Chronic BCR inh	USP2a block	Eya2 phos inh	GALK inh	Menin-MLL TR inh	ASM inhibitor	Mito fusion act	KCNH2 WT inh
Cn1c(=O)n(C)c2cc(S(=O)(=O)NCc3ccccc3)ccc21	18µM*	-7%	14	-1%	1%	0%	4%	1%	6%	4%	5
Fc1ccc(CNc2nc(-c3ccccc3)nc3ccccc23)cc1	-5%	-6%	-7	16%	-2%	2%	1%	?	-7%	22%	-1
CC(=O)Nc1ccc(Nc2cc(C)nc(Nc3ccc(NC(C)=O)cc3)n2)cc1	.	.	-40	?	-29%	-3%	.	.	6%	3%	6
COc1ccccc1-c1nnc(SCC(=O)Nc2ccc(S(N)(=O)=O)cc2)n1N	-1%	-4%	1	-18%	1%	5%	.	.	7%	-1%	8
COc1cc(Br)cc(/C=N/N(CCO)C2=NS(=O)(=O)c3ccccc32)c1OC	.	3%	-12	1%	2%	2%	-5%	?	-6%	-2%	10
Cc1ccc(NC(=O)CCn2c(=O)oc3ccccc32)c(C)c1	-11%	-13%	7	0%	4%	-5%	2%	-5%	0%	3%	6
COc1ccccc1CNC(=O)C(=O)NCC1OCCN1S(=O)(=O)c1ccc(Br)cc1 (stereo unspecified)	-7%	-2%	19	-16%	-6%	-4%	-4%	.	-1%	0%	5
COC(=O)CC1COc2ccccc2N1S(=O)(=O)c1ccc(Br)cc1 (stereo unspecified)	.	-3%	-4	-1%	2%	-3%	.	0%	-7%	?	3
CCCCc1cc(=O)oc2cc(C)cc(OCC(=O)N3CCC(C(N)=O)CC3)c12	2%	-3%	-2	6%	1%	-4%	.	-6%	-4%	-2%	2
Cc1cc(C)c(C)c(S(=O)(=O)N2CCC(C(=O)NCCCN3CCCC3=O)CC2)c1C	.	.	-6	-3%	1%	-1%	.	.	-4%	-3%	-10
Cc1ccc(S(=O)(=O)N2CCCC2)cc1C(=O)NCC(C)(C)N1CCOCC1	.	.	47	?	2%	21%	.	.	4%	8%	-2
Cc1ccc(C(=O)NC2CCN(C(=O)NC3CCCCC3)CC2)cc1	-5%	-9%	-5	-2%	3%	-6%	1%	-3%	1%	-2%	30
Clc1ccc(-c2ncc3ccccn23)cc1	5%	?	-18	5%	7%	-4%	-2%	31%[activator]	26%	?	10
O=C(Cc1ccc([N+](=O)[O-])cc1)N1N=C(C2CC2)CC1(O)C(F)(F)F (stereo unspecified)	3%	17%	18	?	1%	3%	-3%	0%	1%	4%	-6
O=C(Nc1cccnc1)c1ccc(S(=O)(=O)N2CCCCCC2)cc1	4%	-3%	-7	2%	1%	-25%	0%	4%	2%	2%	1
CC(C)c1ccc(/C=C(\NC(=O)c2ccccc2)C(=O)NCCCn2ccnc2)cc1	.	11%	-2	-9%	-6%	-4%	0%	.	-2%	-5%	-19
CCc1nc(Nc2ccccc2)c2nnn(Cc3ccccc3)c2n1	2%	7%	-18	6%	1%	-5%	0%	31%[activator]	-9%	2%	-7
O=C(CSc1c[nH]c2ccccc12)NC1CCCC1	0%	-5%	3	-1%	-2%	-2%	1%	6%	5%	2%	0
O=C(Nc1nnc(C2=COCCO2)o1)c1ccc(S(=O)(=O)N2CCOCC2)cc1	8%	3%	-4	7%	0%	-3%	-1%	6%	-1%	0%	16
O=C(Nc1ccc(F)cc1)C(c1ccccc1)N1CCN(C(=O)c2ccco2)CC1 (stereo unspecified)	-1%	3%	1	13%	3%	-2%	0%	0%	-1%	0%	6
O=C(COC(=O)Cc1ccccc1[N+](=O)[O-])Nc1nnc(-c2ccccc2)o1	.	.	6	-16%	2%	16%	.	.	-1%	-6%	-12
Cc1ccc(C(=O)Nc2ccc(N3CCCC3)cc2)c(C)c1	-6%	0%	8	?	-21%	7%	1%	29%	-12%	-1%	1
Oc1ccc(/C=N/NC(=S)NC2CC3CCC2C3)cc1 (stereo unspecified)	?	1%	-2	-7%	2%	-2%	.	.	-2%	-1%	-9
CCOc1ccc(S(=O)(=O)c2c(C(=O)c3ccccc3)cnc3cc4c(cc23)OCCO4)cc1	18%	108%[activator]	-24	0%	-9%	-3%	2%	-24%	31%	6%	-2
NS(=O)(=O)c1cccc(NC(=O)COc2ccc([N+](=O)[O-])cc2)c1	0%	?	7	-1%	-7%	-15%	-1%	12%	-2%	-5%	-1
(next part)
SMILES	PKM2 activator	MBNL1-CUG inh	TSHR antagonist	Chronic BCR inh	USP2a block	Eya2 phos inh	GALK inh	Menin-MLL TR inh	ASM inhibitor	Mito fusion act	KCNH2 WT inh
COc1ccc(CNC(=O)CNS(=O)(=O)c2cccs2)cc1	-2%	0%	-11	-6%	2%	-6%	-2%	0%	-1%	0%	-4
COCCCNc1nnc(Cc2ccccc2)c2ccccc12	4%	5%	3	-10%	2%	4%	5%	-3%	-1%	12%	-21
Clc1ccccc1Cc1noc(CN2CCN(Cc3ccccn3)CC2)n1	-1%	1%	6	-7%	4%	-18%	0%	-3%	-1%	-6%	0
O=S(=O)(CCc1nnc(-c2ccc(Br)cc2)o1)c1ccc(Cl)cc1	-9%	3%	2	1%	2%	15%	-3%	0%	-2%	4%	4
Oc1ccc(N2CCN(Cc3nc4ccccc4[nH]3)CC2)cc1	2%	4%	-9	4%	1%	5%	-3%	15%	-2%	-2%	-1
Cc1cc(-c2c(C)[nH]n(-c3ccc(Cl)cc3)c2=O)n(-c2ccc(Cl)cc2)n1	0%	2%	-27	?	0%	1%	0%	?	0%	-2%	3
CCOC(=O)c1cn2nc(Oc3ccc(NC(C)=O)cc3)ccc2n1	1%	2%	-1	0%	8%	2%	1%	.	0%	-2%	-5
Cc1ccc(NC(=O)COC(=O)/C=C/c2cccc(Cl)c2)cc1S(=O)(=O)N1CCOCC1	7%	-5%	-14	0%	-7%	-4%	2%	-1%	?	8%	-12
CCCCn1nc(C(=O)N2CCc3ccccc32)c2ccccc2c1=O	4%	-3%	.	-14%	6%	-8%	0%	-17%	-6%	?	-14
N#Cc1c(N)nc(N2CCCC2)c(C#N)c1-c1ccc(Cl)cc1	3%	17%	-4	10%	2%	-6%	0%	15%	9%	1%	28
Cc1c(C(=O)NNC(=O)Nc2ccc([N+](=O)[O-])cc2)oc2ccccc12	-4%	8%	37	-1%	0%	1%	-6%	?	-8%	2%	-6
COc1ccc(N(CC(=O)Nc2ccc(C)c(C)c2)C2=NC3CS(=O)(=O)CC3S2)cc1 (stereo unspecified)	-1%	-5%	-8	-12%	3%	1%	.	?	2%	-14%	-4
O=C(Nc1ccc2c(c1)OCCO2)c1cc(F)c(F)cc1Cl	-1%	10%	-49	2%	3%	-20%	-7%	0%	6%	-1%	2
CC1(C)Cc2nc3sc4c(SCC(=O)O)ncnc4c3cc2CO1	-12%	-4%	-11	-5%	-2%	7%	0%	.	7%	1%	4
CCOC(=O)Cc1csc(SCC(=O)NC2CCCCC2)n1	11%	.	9	0%	2%	7%	0%	0%	5%	6%	-6
O=C(N/N=C/c1cccc(OCc2ccccc2)c1)c1cccs1	-2%	11%	-11	?	1%	3%	1%	?	-1%	0%	-1
COC(=O)c1c(NC(=O)c2ccccc2)sc(Cc2ccccc2)c1C	-6%	-4%	-31	?	0%	12%	3%	17%	2%	5%	-4
CCN(CC)S(=O)(=O)c1ccc2c(c1)N(CC(=O)NCCN1CCOCC1)C(=O)CO2	.	-3%	2	-3%	3%	12%	6%	.	0%	8%	27
N#C/C(=C\c1ccccn1)c1ccccn1	.	-1%	7	?	2%	-3%	2%	12%	3%	-2%	0
CCOc1ccccc1C(=O)NCc1ccco1	5%	0%	-14	-12%	1%	-2%	0%	7%	0%	-3%	3
CCOc1cc2[nH]c(=O)n(Cc3ccc(C(=O)NCCCN4CCCC4=O)cc3)c(=O)c2cc1OCC	2%	-5%	-2	6%	5%	4%	1%	-11%	8%	-4%	-17
COc1ccc(C(=O)N2CCN(c3ccccn3)CC2)cc1[N+](=O)[O-]	0%	19%	-8	5%	2%	-4%	1%	11%	5%	-4%	2
COc1ccc(C(=O)NC(=S)Nc2ccc(Cl)c(C(=O)O)c2)cc1	4%	-17%	-6	?	0%	8%	-2%	11%	-2%	-4%	-9
Cc1ccc(Oc2nc(-c3ccccn3)nc3ccccc23)cc1	2%	.	5	-26%	-3%	-5%	-3%	.	4%	0%	-15

Assay outcomes (PubChem)
